# FID counter = counter-screen for HCV NS3 helicase inhibitors: DNA intercalator displacement; inhibition, % at 7.9 µM; DNA fluorescent intercalator displacement, fluorescence; AID 1845; 290,000 tested, 0.17% active; in the data active = inhibition above about 37%;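 also: 0% = vehicle and 100% = reference compound; higher means more ethidium bromide displaced from hairpin DNA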
# SUMO HTRF inh = SUMOylation inhibition | HTRF SUMOylation assay, SAE1/SAE2 + UBC9, in vitro | inhibition, % at 35 µM | 290,000 tested, 0.36% active; in the data active = inhibition above about 50%, passing the limit was not always enough; also: strong numbers were not always called active
# MEKK3 PB1 HTS = raises or lowers MEK5 binding to the human MEKK3 PB1 domain; binding response (% of control), % at 10 µM; Q99759; 290,000 tested, 1.4% active; bead-based flow cytometry, Alexa488-MEK5 binding to MEKK3; actives lie on both sides; 0 = blocked by unlabeled MEK5, 100 = vehicle; AID 1529;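 active = binding response more than 3 SD above or below the average of its plate-row segment, actives on both sides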;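 also: Alexa488 bead fluorescence after subtracting the streptavidin-only scavenger bead signal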
# PHOSPHO1 block = PHOSPHO1 (human) inhibition; Q8TCT1; recombinant PHOSPHO1, absorbance phosphatase assay; inhibition, % at 13.3 µM; 290,000 tested, 1.1% active; in the data active = inhibition above about 60%
# HCV NS3 hel inh = HCV NS3 helicase inhibition; NS3 helicase DNA unwinding, Cy5 molecular beacon fluorescence; inhibition, % at 10.9 µM; 290,000 tested, 0.56% active; AID 1800;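 active = inhibition above the mean of all tested compounds plus 3 SD, set per campaign, cut at about 35% in these data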;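 also: 0% = DMSO wells and 100% = thioflavine S control wells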
#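 System: NS3 helicase fragment of HCV / Schedule: 1 h at 25 °C / Control set: DMSO alone as 0% and 110 µM thioflavine S as 100% / Reagent: Cy5/quencher beacon DNA duplex and ATP to start / Technique: Cy5 fluorescence / Replication: singlicate / Evaluation: % inhibition of end-to-start signal ratio versus controls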
# VIM-2 inh = inhibitors of Pseudomonas aeruginosa VIM-2 metallo-beta-lactamase | purified VIM-2, nitrocefin hydrolysis, epi-absorbance fluorescence | inhibition, % at 5.6 µM | 290,000 tested, 0.89% active | AID 1527;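 active = inhibition above the mean of all tested compounds plus 3 SD, cutoff set per screening run, cut at about 7.5% in these data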;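 also: red hydrolysis product quenches plate fluorescence so inhibitors raise well fluorescence; 0% = enzyme with DMSO and 100% = DMSO without enzyme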
# pCIP destab = lowers stability of the mouse p/CIP coactivator protein; Q05BA5; F442A p/CIP-EGFP cells, EGFP fluorescence, 16 h; decrease of EGFP signal, % at 10 µM; 290,000 tested, 0.01% active; AID 1984;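 active = EGFP signal decrease of at least 30% at 10 µM or well 3 SD below plate mean, unless failing retest; inactive = the rest, including hits failing retest or dose response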; also: some compounds called inactive have numbers as strong as hits; many of its hits are not listed in these tables
# IDE act = boosts human insulin-degrading enzyme activity in HEK cells; P14735; activation, % at 5.96 µM; AID 493087; FAbeta-B cleavage, fluorescence polarization; 0% vehicle, 100% cell-free pure enzyme wells; 340,000 tested, 0.073% active;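 active = activation above the mean of all tested compounds plus 3 SD, set per screening campaign, cut at about 17% in these data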
# Target sequence (P14735 whole entry, looked up): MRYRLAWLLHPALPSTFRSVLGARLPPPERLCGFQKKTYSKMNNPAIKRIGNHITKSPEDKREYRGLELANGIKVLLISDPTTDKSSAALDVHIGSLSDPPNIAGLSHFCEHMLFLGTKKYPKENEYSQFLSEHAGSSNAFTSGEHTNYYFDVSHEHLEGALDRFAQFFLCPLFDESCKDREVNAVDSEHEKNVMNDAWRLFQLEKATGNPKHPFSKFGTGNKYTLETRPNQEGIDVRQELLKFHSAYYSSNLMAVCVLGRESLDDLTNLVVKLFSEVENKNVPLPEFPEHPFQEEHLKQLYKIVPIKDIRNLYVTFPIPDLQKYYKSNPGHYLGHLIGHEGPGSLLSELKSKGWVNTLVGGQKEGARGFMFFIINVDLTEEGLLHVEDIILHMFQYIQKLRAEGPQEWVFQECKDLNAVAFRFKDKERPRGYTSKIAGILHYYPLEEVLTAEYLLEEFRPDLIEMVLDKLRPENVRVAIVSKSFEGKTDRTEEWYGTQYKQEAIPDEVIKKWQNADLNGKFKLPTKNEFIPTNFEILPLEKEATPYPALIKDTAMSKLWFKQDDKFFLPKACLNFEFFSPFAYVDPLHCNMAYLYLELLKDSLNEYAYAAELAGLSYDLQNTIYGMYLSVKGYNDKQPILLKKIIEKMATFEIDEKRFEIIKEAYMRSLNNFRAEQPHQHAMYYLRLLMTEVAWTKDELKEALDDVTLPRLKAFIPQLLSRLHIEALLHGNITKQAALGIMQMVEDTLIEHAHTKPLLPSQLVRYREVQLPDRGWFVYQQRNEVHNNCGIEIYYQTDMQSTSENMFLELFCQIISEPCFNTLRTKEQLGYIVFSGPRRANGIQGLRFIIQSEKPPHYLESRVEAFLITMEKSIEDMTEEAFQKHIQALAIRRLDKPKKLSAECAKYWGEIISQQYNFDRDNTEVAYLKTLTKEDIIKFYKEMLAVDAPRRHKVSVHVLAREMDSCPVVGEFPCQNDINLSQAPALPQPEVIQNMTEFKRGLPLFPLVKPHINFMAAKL
# IMP-1 inhibitor = blocks Pseudomonas aeruginosa IMP-1 metallo-beta-lactamase; purified IMP-1, nitrocefin hydrolysis, epi-absorbance fluorescence; inhibition, % at 5.6 µM; 290,000 tested, 0.45% active;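 active = inhibition above the mean plus 3 SD of all compounds in the same screening run, cut at about 4.5% in these data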;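 also: 0% = IMP-1 with DMSO and 100% = DMSO wells lacking enzyme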
#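 System: Purified IMP-1 | Read-out basis: Percent enzyme inhibition | Controls: IMP-1 with DMSO as 0%, enzyme-free DMSO as 100% | Replicates: One well per compound | Doses: 5.6 µM nominal single concentration | Detection: Epi-absorbance fluorescence, 480 nm excitation, 530 nm emission | Incubation: 25 °C, 15 min preincubation, 25 min reaction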
# Numbers without * were called inactive; . = no result given. An excerpt, so the mix of outcomes need not match the whole.
SMILES,FID counter,SUMO HTRF inh,MEKK3 PB1 HTS,PHOSPHO1 block,HCV NS3 hel inh,VIM-2 inh,pCIP destab,IDE act,IMP-1 inhibitor
O=C(N/N=C/c1ccc2ncccc2c1)c1cccc([N+](=O)[O-])c1,-8,-14,99,15,3,-1.6,-10,1,-2.8
CCc1cccc(CC)c1NC(=O)COc1ccccc1C(=O)c1cc(C#N)c(=O)n(C2CCCCC2)c1,-3,-6,89,-2,-12,-0.7,-3,-4,2.3
COCCn1c(SCC(=O)c2ccc3c(c2)OCCO3)nnc1C(C)C,-8,3,95,-4,6,-1.1,-25,2,-2.8
COc1cccc(CNc2ccc3[nH]c(=O)[nH]c3c2)c1OCc1ccccc1F,-7,14,106,39,-4,-0.3,2,-4,-2.5
Cc1ccc(S(=O)(=O)NNC(=S)NCC2CCCO2)cc1 (stereo not given),-5,4,100,26,2,-4.2,1,6,-2.6
COc1ccc2c(c1)c1nc3ccccc3nc1n2CCn1c(=O)oc2ccccc21,3,15,100,-8,-9,-0.1,4,11,-2.6
Clc1ccc(/C=N/Nc2ncnc3ccccc23)cc1Cl,-6,-9,.,-7,-5,-4.2,-1,-6,-3.2
COc1cccc(-n2cc(C(=O)O)c3ccccc3c2=O)c1,2,1,99,18,-7,-2.8,-4,0,-3.4
COc1ccccc1CN1CC(C(=O)NCc2cccc(Cl)c2)CCC1=O (stereo not given),-39,.,98,30,-3,-1.9,3,0,-3.9
CC1(C)CC(c2nc(-c3ccccc3)cs2)CCS1 (stereo not given),1,-12,107,7,-5,-2.8,0,2,-2.3
CCc1nc2ccccc2c(C(=O)OCC(=O)NCc2ccco2)c1C,-6,4,104,-34,-2,-1.2,-8,4,0.5
CC1CCCN(C(=O)CNC(=O)c2ccco2)C1 (stereo not given),-3,2,102,52,5,-3.7,-6,1,-4.8
CCOC(=O)C1(CCOc2ccccc2)CCN(Cc2cc(OC)ccc2OC)CC1,9,-18,99,-44,-37,-1.9,-1,5,-0.8
O=C1C2ON(c3ccccc3)C(c3ccncc3)C2C(=O)N1c1ccccc1 (stereo not given),-11,13,99,46,5,-2.0,0,6,-1.3
O=C(Nc1ccc2c(c1)OCCO2)C(=O)NC1CC1,-7,11,103,27,1,-2.1,3,3,-4.0
Cc1ccc(NS(=O)(=O)c2cc3c4c(cccc4c2)C(=O)NC3=O)cc1,4,2,100,-28,2,1.8,12,-4,0.0
O=c1oc2cc([N+](=O)[O-])ccc2nc1/C=C(\O)c1cccc(Br)c1,-9,-5,92,27,14,-3.0,2,13,-4.2
CS(=O)(=O)c1ccc(C(=O)NCC(c2ccco2)N2CCCCC2)cc1 (stereo not given),7,23,98,21,2,-3.0,-27,2,-3.6
CC(=O)Nc1ccc(-c2ccccc2)s1,1,14,98,-59,-4,-1.6,4,4,-1.2
CC(=O)Nc1cc(C(N)=O)c(Cl)cc1Cl,1,-10,102,-7,0,-1.5,-2,6,-4.9
CC(C)(C)c1ccc(NC(=O)c2ccccc2)c([N+](=O)[O-])c1,-2,6,97,35,0,0.3,11,-3,0.7
CCN(CC)C(=O)Oc1ccc(Cl)c2cccnc12,-8,12,102,16,-6,-2.4,-13,8,-1.8
CCN(CC)c1ccc(/C=N/Nc2nc3ccccc3[nH]2)c(O)c1,-7,-33,107,14,6,-4.3,-22,1,-4.2
COCCCNC(=S)N(Cc1ccccc1)Cc1ccccc1,-9,-4,107,-6,11,-2.4,0,-1,-4.6
Cc1ccc([N+](=O)[O-])cc1NC(=O)CN(C(=O)c1ccc(Cl)cc1)C1CCCCC1,1,-5,112,15,-5,-1.2,-10,3,-2.3
CCOP(=O)(OCC)/C(C#N)=C/c1ccc(-c2ccc(F)cc2F)o1,-31,25,92,-32,2,-0.3,1,0,-2.1
CCCOc1ccc(C2C3=C(Nc4nc(N)[nH]c(=O)c42)c2ccccc2C3=O)cc1 (stereo not given),-19,31,106,54,-2,-2.7,-4,-2,-1.6
COc1ccc(CNc2nc(NCc3ccc(OC)cc3)n(C(C)=O)n2)cc1,-4,-6,95,3,10,-5.3,-3,3,-4.3
CN(C)c1ccc(N2C(=O)CSC2=S)cc1,-2,73*,102,-9,30,-0.7,-7,2,0.2
Cc1ccc2oc(C(=O)N(C)Cc3ccon3)c(C)c2c1,-13,12,102,29,-1,0.0,1,2,-0.8
Cc1cc(C)cc(C(=O)N2CCC(C(N)=O)CC2)c1,2,10,105,-3,-4,-7.0,-24,-1,-4.7
COc1ccc(CCC(=O)Nc2cccc(Cl)c2)cc1,-3,-6,130*,-4,-3,-3.6,7,7,-4.1
O=C(CN1CCC(NC(=O)C2CCCCC2)CC1)NCc1ccco1,-2,5,89,-4,4,-1.3,3,1,-0.8
COc1cccc(C(=O)c2cc3ccc(O)cc3oc2=O)c1,-4,16,111,14,13,-0.9,-1,-6,-2.7
Cc1ccc(C(=O)NCC(=O)NCC(=O)OCc2ccc(F)cc2)cc1,-6,-6,102,37,2,-1.8,-9,7,-1.7
CCOC(=O)c1c(S(=O)(=O)N2CCCC(C(=O)Nc3cccc(C)n3)C2)c(C)n(C)c1C (stereo not given),-34,.,102,36,2,-1.5,-18,2,-3.4
Cc1nnc(NC(=O)CCn2c(=O)oc3ccc(Cl)cc32)s1,2,-1,100,7,13,0.1,24,6,-2.9
Cc1cc(C)c(S(=O)(=O)N(C)CC(=O)NCc2ccccn2)c(C)c1,-13,-5,107,-10,-1,-3.9,-12,5,-2.8
CC(C)NC(=O)C(=O)c1cn(C)c2ccccc12,1,-15,91,-3,-5,-0.9,10,-3,-0.1
COc1ccc(NC(=O)/C(Cl)=C(/Cl)S(=O)Cc2ccccc2)cn1 (stereo not given),-12,-4,102,40,1,-0.6,-14,-7,2.3
N#Cc1cnn(Cc2ccccc2)c1/N=C/N1CCOCC1,-4,-4,99,58,3,-1.6,0,2,-3.3
Cn1c(N)c(C(=O)c2ccc(Cl)cc2)c(=O)n(C)c1=O,-1,0,104,-2,1,-1.8,0,4,-2.9
COc1ccc(CNC(=O)C2=CCN(S(=O)(=O)c3ccc(C)cc3)CC2)cc1,-23,20,101,22,2,-2.4,-10,9,-1.6
CN(C(=O)CCCN1C(=O)c2cccc3cccc(c23)C1=O)c1ccccc1,-22,8,98,-18,4,0.7,2,4,-1.7
CC(C)(C)C(=O)Nc1ccc(Sc2ccc([N+](=O)[O-])cc2)cc1,-1,-14,97,0,-6,-5.2,-15,-11,-1.9
Cc1cc(C)c(OCC(=O)Nc2ccc(S(=O)(=O)N3CCOCC3)cc2)c(C)c1,-37,-7,107,20,-1,-1.5,-3,4,-2.5
O=C(O)c1ccccc1-c1ccccc1C(=O)NCc1cccc(C(F)(F)F)c1,-14,21,105,34,-10,0.1,-5,3,-3.2
CCCN1C(=O)/C(=C\c2nc3ccccc3c(=O)[nH]2)c2ccccc21,-10,24,115,44,2,-0.6,-9,4,-2.7
COc1cccc(NC(=O)CN(c2ccc([N+](=O)[O-])cc2)S(=O)(=O)c2ccccc2)c1,7,-18,102,-4,-14,-3.0,-2,6,-1.9
CCOc1cc(NC(=S)NC)c(OCC)cc1NC(=O)c1ccco1,-14,20,102,-76,-3,-4.0,-34,-1,-4.4
Cc1ccc2nc(Nc3nc(CSc4nnc(C)s4)cc(=O)[nH]3)nc(C)c2c1,-6,14,95,28,-5,-0.6,-15,-7,-0.8
CC1CCN(c2c(NCc3ccc(C(=O)NCc4ccco4)cc3)c(=O)c2=O)CC1,-14,-2,106,11,-2,-3.4,-11,-1,-3.5
Clc1cccc(CN2CCCCCCC2)c1Cl,8,-2,104,1,5,-2.1,1,-2,-6.0
COC(=O)NNC(=S)NCc1ccccc1,-4,26,97,-9,-2,1.6,-3,2,-3.8
CN(CC(=O)Nc1cccc(F)c1)C(=O)C1CC(=O)N(Cc2ccccc2)C1 (stereo not given),-19,4,95,0,-1,-1.9,6,5,-2.9
Cc1ccc(/C=C2/Sc3ccc(C(=O)NCc4ccccn4)cc3NC2=O)cc1,-40,30,102,-10,-6,-4.8,6,-6,-2.3
CCn1c(SCC(=O)N/N=C(\C)c2ccncc2)nnc1-c1ccc(C)cc1,-38,12,93,-1,8,-0.8,-17,.,-3.2
Cc1cc(C)c(NC(=O)C2CCCN2C)c(C)c1 (stereo not given),-4,-9,101,2,-1,-4.1,-4,1,-2.5
Cc1ccc(OCc2nc(-c3ccccc3)no2)cc1,-7,0,102,18,7,-2.8,-9,5,-4.0
CNC(=O)/C(C#N)=C/c1c(F)cccc1Cl,-2,10,93,-12,3,-3.1,-4,2,0.0

# Entries of single compounds, looked up by structure. Order of screens: FID counter, SUMO HTRF inh, MEKK3 PB1 HTS, PHOSPHO1 block, HCV NS3 hel inh, VIM-2 inh, pCIP destab, IDE act, IMP-1 inhibitor
# Listed for `COC(=O)NNC(=S)NCc1ccccc1` : -4, 26, 97, -9, -2, 1.6, -3, 2, -3.8
# Listed for `Clc1cccc(CN2CCCCCCC2)c1Cl` : 8, -2, 104, 1, 5, -2.1, 1, -2, -6.0
# Listed for `Cc1ccc2nc(Nc3nc(CSc4nnc(C)s4)cc(=O)[nH]3)nc(C)c2c1` : -6, 14, 95, 28, -5, -0.6, -15, -7, -0.8

# Carrying on:
SMILES,FID counter,SUMO HTRF inh,MEKK3 PB1 HTS,PHOSPHO1 block,HCV NS3 hel inh,VIM-2 inh,pCIP destab,IDE act,IMP-1 inhibitor
CN(c1ccccc1)S(=O)(=O)c1cccc2ccccc12,-13,-12,102,30,15,1.5,8,-5,-0.6
CCOC(=O)c1ccc(NC(=S)N2CCN(CCO)CC2)cc1,-4,14,102,.,4,1.4,-20,3,-1.2
O=C(CS(=O)(=O)Nc1ccc(F)cc1Cl)Nc1ccc(F)cc1Cl,-7,10,109,26,8,-2.3,-21,5,-3.8
Cc1ccc(C)c(/C=N/NC(=S)NCCc2ccccc2)c1,-11,6,104,9,-4,-4.8,-7,5,-4.9
Oc1ccccc1CNc1ccc2c(c1)OCCO2,-5,16,102,23,10,-2.9,-1,1,-1.5
CCOc1ccc(/C=C/C(=O)c2ccccc2)cc1OC,-13,4,100,-5,-10,0.5,-14,2,-1.6
CC1=C(C(=O)OC2CCCCC2)C(c2ccco2)C2=C(CC(C)(C)CC2=O)N1 (stereo not given),-10,0,107,-2,4,-4.1,-2,1,-5.2
COc1ccc(CC2(CO)CCN(Cc3cccn3-c3ccccn3)CC2)cc1,2,-4,104,33,-10,-4.1,-18,1,-3.0
COc1cc2c(=O)n(CCC(=O)NCC3CCCO3)c(=O)n(CC(=O)Nc3ccc(F)cc3)c2cc1OC (stereo not given),-31,1,102,14,-14,-0.8,-8,6,-2.5
C=C(C)COc1ccc(-c2[nH]ncc2Oc2ccccc2OC)c(O)c1,-6,-4,107,21,-17,-3.4,-17,2,-1.1
CN(C)c1ccc(/C=C/C(=O)c2ccc(C(C)(C)C)cc2)cc1[N+](=O)[O-],-3,-2,107,-2,-2,-7.2,4,2,-1.0
CCCCn1c(=O)n(Cc2cccc(F)c2)c(=O)c2c1ncn2Cc1ccco1,-14,-22,103,13,1,-1.1,-3,5,-2.2

# Screening results: PubChem, several laboratories
